# D1 antagonist = Antagonist of Human D 1 Dopamine Receptor: qHTS | 360,000 tested, 3.2% active | D(1A) dopamine receptor (Homo sapiens), P21728 | HEK293 TREx D1 cells, calcium flux, dopamine EC80; hits give low values | activity change, negative = inhibition, % at 10 µM | AID 504652, 2011; in the data active = activity change below about -30%; note: % is set by controls: 0 for no effect and ±100 for the full control effect
#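 Allosteric or orthosteric antagonism assessed as attenuation of the calcium response to EC80 dopamine, added 180 s after compound, in induced HEK293 Trex D1 cells loaded with no-wash calcium dye.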
# RXFP1 agonist = qHTS Assay for Agonists of the Relaxin Receptor RXFP1; Relaxin receptor 1 (Homo sapiens), Q9HBX9; HEK293T-RXFP1 cAMP TR-FRET, 30 min; response scale: percent of porcine relaxin response, buffer zero; Potency, µM (titrated, usually from 57.5 µM), for the others: at the highest dose activation, most hits filed as activators; 370,000 tested, 0.3% active; note: potency is the fitted concentration of half-maximal effect; % is set by controls: 0 for no effect and ±100 for the full control effect; nearly all actives have a fitted effect of over 60% in size; many of its hits are not listed in these tables
# Target sequence (Q9HBX9 whole entry, looked up): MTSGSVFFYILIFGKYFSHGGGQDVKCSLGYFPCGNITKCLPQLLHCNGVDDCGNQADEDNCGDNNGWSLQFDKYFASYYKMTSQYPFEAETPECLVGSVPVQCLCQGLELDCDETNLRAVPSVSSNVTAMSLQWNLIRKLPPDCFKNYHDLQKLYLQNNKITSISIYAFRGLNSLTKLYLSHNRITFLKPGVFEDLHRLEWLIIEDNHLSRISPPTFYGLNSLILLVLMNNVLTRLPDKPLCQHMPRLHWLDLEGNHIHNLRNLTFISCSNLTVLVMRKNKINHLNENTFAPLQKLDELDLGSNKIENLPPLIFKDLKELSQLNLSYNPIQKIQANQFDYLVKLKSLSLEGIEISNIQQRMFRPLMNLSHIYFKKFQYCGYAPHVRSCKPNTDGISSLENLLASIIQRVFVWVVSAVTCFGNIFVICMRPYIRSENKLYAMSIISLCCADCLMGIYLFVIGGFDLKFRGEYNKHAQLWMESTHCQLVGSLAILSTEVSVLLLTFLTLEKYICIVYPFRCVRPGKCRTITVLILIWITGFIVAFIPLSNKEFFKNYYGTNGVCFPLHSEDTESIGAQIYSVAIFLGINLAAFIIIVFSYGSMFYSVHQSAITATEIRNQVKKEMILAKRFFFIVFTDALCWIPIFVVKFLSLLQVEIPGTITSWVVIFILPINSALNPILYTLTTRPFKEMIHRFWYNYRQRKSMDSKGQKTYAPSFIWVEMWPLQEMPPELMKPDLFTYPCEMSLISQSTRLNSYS
#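 cAMP rise read by TR-FRET after 30 min, 37C compound exposure (up to 58 uM) in RXFP1-transfected HEK293 cells with Ro 20174 present. EC50 from Hill-equation fits, with 29 nM porcine relaxin as 100% and buffer as basal.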
# D1 agonist = Allosteric Agonists of the Human D1 Dopamine Receptor: qHTS; HEK293 T-REx D1 cells, calcium flux, agonist mode; 360,000 tested, 1% active; activation, % at 2 µM; in the data active = activation above about 30%; note: 0% is about no effect
#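 Inducible HEK293 T-REx D1 cells, force-coupled to calcium signalling, were plated at 4000 cells/well with tetracycline and held overnight at 30 C. After no-wash calcium dye loading, compound-evoked calcium rise over 180 s flagged agonists.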
# GRP78 ERSR act = qHTS for Inducers of the Endoplasmic Reticulum Stress Response (ERSR) in Human Glioma: qHTS. U87-MG GRP78 promoter luciferase reporter, 16 h. Potency, µM, inactives show at the top dose activation, usual class: activators. 420,000 tested, 0.02% active. AID 602332, 2012; note: potency is the fitted concentration of half-maximal effect; series mostly up to about 76 µM; % of control where 0% means no effect; nearly all actives have a fitted effect of over 35% in size
#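 Stably transfected U87-MG glioma cells carrying a GRP78-based luciferase sensor; 16 h compound incubation. Luminescence end-point read 10 min after Bright-Glo addition at room temperature.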
# D1 PAM = Potentiators of Human D1 Dopamine Receptor: qHTS; AID 504651, 2011; HEK293 TREx D1 cells, calcium flux, dopamine EC20 potentiation; 360,000 tested, 0.036% active; potentiation, % at 10 µM; in the data active = potentiation above about 30%; note: 0% is about no effect
# Vif-A3F inh = qHTS for Inhibitors of Vif-A3F Interactions: qHTS. HeLa A3F-eYFP + Vif (tagged APOBEC3F with the HIV-1 protein that degrades it), YFP fluorescence increase. Potency, µM (series often up to 46.1 µM), without a hit: at the highest dose activity, negative = active. 390,000 tested, 0.2% active; note: potency is the fitted concentration of half-maximal effect; % of control where 0% means no effect; nearly all actives have a fitted effect of over 65% in size
#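 HeLa cells stably expressing Vif plus C-terminally eYFP-tagged A3F were seeded, incubated overnight at 37 deg C, dosed with compound, incubated overnight again at 37 deg C. Yellow fluorescence (Ex 488/Em 500-530) reported blocked Vif-mediated A3F-eYFP degradation.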
# D2 PAM = HTS Assay for Positive Allosteric Modulators of the Human D2 Dopamine Receptor: Primary Screen for Potentiators | AID 485347, 2010 | HEK293 T-REx D2, calcium flux, EC20 dopamine potentiation | D(2) dopamine receptor (Homo sapiens), P14416 | potentiation, % at 10 µM | 340,000 tested, 0.34% active;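 active = potentiation over 3 SD above the plate norm, cut at about 30% in these data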; note: 0% is about no effect
#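 Cells plated with tetracycline inducer and held overnight at 30 C; calcium dye loaded 30–90 min at room temperature; baseline taken, compound added and read 180 s; EC20 dopamine then added and read 180 s.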
# RXFP1 antag = qHTS Assay for Antagonists of the Relaxin Receptor RXFP1 | HEK293-RXFP1, relaxin-stimulated cAMP HTRF, 30 min; hits give low values | activity change, negative = inhibition, % at 57.5 µM | 350,000 tested, 0.59% active;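 active = activity change of -60% or lower, but not beyond a set lower limit; inconclusive = change between -60% and -40%, or beyond the set limit; inactive = change above -40%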; note: % is set by controls: 0 for no effect and ±100 for the full control effect
# Vif-APOBEC3G blk = qHTS for Inhibitors of Vif-A3G Interactions: qHTS | DNA dC->dU-editing enzyme APOBEC-3G (Homo sapiens), Q9HC16 | HeLa A3G-eYFP + Vif (tagged APOBEC3G with the HIV-1 protein that degrades it), YFP fluorescence, overnight | Potency, µM (doses to about 46.1 µM), inactives show at the top dose activity, negative = active, hits mostly inhibitors | 410,000 tested, 0.076% active | AID 602310, 2012;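 note: potency is the fitted concentration of half-maximal effect; % is set by controls: 0 for no effect and ±100 for the full control effect; nearly all actives have a fitted effect of over 60% in size; hits raise eYFP signal because A3G escapes Vif-driven loss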
#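 HeLa cells stably expressing Vif and C-terminally eYFP-tagged A3G, seeded overnight at 37 deg C, then exposed to compound by pintool overnight at 37 deg C. Rise in yellow fluorescence (Ex 488/Em 500-530, Acumen) marks blocked Vif-driven A3G degradation.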
# Starred values were filed as active, the others as inactive; ? = inconclusive; / = no result given. Unless noted, calls come from the whole dose curve; as a rule, active = well fitted curve in the direction sought with a large enough effect; inconclusive = small, poorly fitted or top-dose-only effect, or another doubt; inactive = no such curve, though single readings can be large; an effect the other way counts as inactive or inconclusive. This is a subset (hit frequency here may not be typical).
# The first three entries as a preview:
SMILES,D1 antagonist,RXFP1 agonist,D1 agonist,GRP78 ERSR act,D1 PAM,Vif-A3F inh,D2 PAM,RXFP1 antag,Vif-APOBEC3G blk
O=S(=O)(O)c1ccc(Cl)c(Cl)c1,/,/,/,-1%,/,1%,/,7,-1%
CCOC(=O)c1sc(NC(=S)NC(=O)c2cccc(Cl)c2)c(C(=O)OCC)c1C,32,-1.5%,3,-2%,-7,-15%,23,8,1%
O=C1/C(=C/c2ccncc2)SC(=S)N1Nc1ccccc1,-3,-1.8%,3,6%,-2,7%,1,?,-19%

# The list itself, from the first entry:
SMILES,D1 antagonist,RXFP1 agonist,D1 agonist,GRP78 ERSR act,D1 PAM,Vif-A3F inh,D2 PAM,RXFP1 antag,Vif-APOBEC3G blk
O=S(=O)(O)c1ccc(Cl)c(Cl)c1,/,/,/,-1%,/,1%,/,7,-1%
CCOC(=O)c1sc(NC(=S)NC(=O)c2cccc(Cl)c2)c(C(=O)OCC)c1C,32,-1.5%,3,-2%,-7,-15%,23,8,1%
O=C1/C(=C/c2ccncc2)SC(=S)N1Nc1ccccc1,-3,-1.8%,3,6%,-2,7%,1,?,-19%
CN(Cc1cccc(Cl)c1Cl)C(=O)c1cccc(S(=O)(=O)N2CCN(Cc3ccccc3)CC2)c1,5,1.0%,6,-5%,-4,2%,16,-7,0%
O=C(Oc1ccc(/C=N/NC(=O)c2ccco2)cc1)c1ccccc1,-17,0.5%,6,1%,/,0%,-3,-3,-3%
Cc1nc2ccc(Nc3nc4cc(S(=O)(=O)N5CCOCC5)ccc4o3)cc2s1,15,1.6%,1,-3%,-5,-4%,4,-5,-7%
N=C(N)SCc1ccc(O)c([N+](=O)[O-])c1,4,0.3%,3,-1%,0,3%,0,14,0%
CCc1ccc2ncc(S(=O)(=O)c3ccc(Cl)cc3)c(N3CCN(CC)CC3)c2c1,-8,6.8%,-1,0%,-7,-1%,-23,-2,10%
CCOc1ccccc1NC(=O)CN(c1ccc(OC)cc1OC)S(=O)(=O)c1ccccc1[N+](=O)[O-],-44*,2.0%,5,3%,-7,0%,-3,5,-9%
COc1ccc(C(=O)NCc2nnc(SCC(=O)NC3CCCCC3)n2C)cc1,2,0.9%,3,13%,-3,0%,14,14,2%
N#Cc1ccsc1NC(=O)c1cnccn1,-7,0.5%,2,-7%,-3,-6%,6,-1,-3%
COc1ccccc1C(=O)NNC(=O)C(=O)Nc1ccc(C)c(Cl)c1,-1,0.6%,2,1%,-1,7%,21,-20,2%
O=C(Nc1cccc(-n2cnnn2)c1)c1ccoc1COc1ccc(Cl)cc1,-4,-1.2%,5,-2%,-6,3%,3,1,0%
Cc1cccc(CCNC(=O)c2cc(=O)[nH]c3ccc(Br)cc23)c1,-4,2.4%,3,/,6,/,-1,/,/
C=C1C(=O)OC2CC1C(O)CC(C)=CCCC(C)=CC(O)CC2C (stereo not drawn),/,/,/,-14%,/,-3%,/,-13,-16%
C(=C\c1ccco1)/C=N/n1cnnc1,-11,-1.7%,3,-3%,-6,-6%,-2,4,1%
CCOC(=O)c1ccc(NC(=O)CC(C)n2nc(C)cc2C)cc1 (stereo not drawn),-9,4.2%,5,-1%,0,1%,-7,-12,1%
COc1cc(/C=C(\C#N)C(=O)NCC2CCCO2)cc(OC)c1OC (stereo not drawn),7,2.5%,1,-5%,1,-1%,1,?,0%
COc1ccc(/C=C/C(=O)NCCc2c[nH]c3ccccc23)cc1OC,11,0.2%,0,-1%,-4,8%,-5,1,1%
CCCn1c(N)c(N(CCOC)C(=O)c2cccc(F)c2)c(=O)[nH]c1=O,1,-0.2%,5,-2%,4,-9%,/,-3,0%
Cc1cc(C)nc(NS(=O)(=O)c2ccc(NC(=O)c3nc(SC(C)C)ncc3Cl)cc2)n1,-9,22%,4,-2%,2,0%,19,/,6%
Cc1ccc(S(=O)(=O)CCC(=O)OCC(=O)NCCc2ccc(F)cc2)cc1,-17,0.0%,0,-5%,-2,-3%,-3,-20,-1%
CC(C)(CNC(=O)C1c2ccccc2-c2ccccc21)N1CCOCC1,-13,4.6%,5,-5%,/,-2%,0,-5,0%
COc1ccc(C2CC(c3cccc(OC)c3OC)n3nnnc3N2)cc1 (stereo not drawn),13,0.9%,2,-2%,-4,-8%,7,-1,-1%
CCCCOC(=O)Nc1nnc(-c2ccccc2OC)s1,-1,19%,4,0%,-2,/,-6,-2,1%
COc1ccc(NC(=O)c2sc3nc(N4CCCC4)c4c(c3c2N)CC(C)(C)OC4)cc1,-4,9.9%,4,-4%,4,-1%,16,-7,1%
Cc1ccc(CC(=O)O/N=C(\N)c2ccncc2)cc1,-3,-3.2%,7,4%,5,-7%,/,-2,6%
Cc1c(NC(=O)CC(=O)Nc2c(C)n(C)n(-c3ccccc3)c2=O)c(=O)n(-c2ccccc2)n1C,-1,-0.5%,1,-2%,-3,0%,-4,-19,2%
CCn1ccnc1CN1CCC(CO)(CCOc2ccccc2)CC1,-23,0.6%,0,-1%,-2,-12%,1,-36,0%
Cc1c(C(=O)N2CCCCC2)oc2ccccc12,/,/,/,-2%,/,0%,/,-1,-2%
COc1ccc(-c2nc(C#N)c(N3CCc4ccccc4C3)o2)cc1OC,6,3.8%,0,0%,-8,?,-3,8,2%
COc1cccc(N=Nc2c(N)[nH][nH]c2=O)c1,16,0.9%,-1,-5%,-6,0%,-1,-12,-4%
CCc1ccc(C2C(C#N)=C(N)SC(N)=C2C#N)cc1,-10,13%,30*,-1%,-3,?,1,3,?
CCN1CCN(CC(=O)Nc2ccc(C(C)=O)cc2)CC1,2,-3.0%,3,-3%,-4,6%,21,-10,0%
CC1CCN(C(=O)c2ccc3c(c2)N(Cc2ccccc2F)C(=O)c2ccccc2S3(=O)=O)CC1,10,1.5%,2,-1%,1,2%,13,/,-1%
Cc1cc(NCC(c2ccccc2)c2ccccc2)n2ncnc2n1,1,0.5%,5,-4%,-1,3%,0,7,-1%
COc1ccc(/C=C(/NC(=O)c2ccccc2)C(=O)N2CCCCC2)cc1OC,0,-0.4%,72*,-5%,4,-2%,15,-3,0%
Cc1ccc2cc3c(=O)n(C)cc(C=O)c3nc2c1,/,/,/,-3%,/,0%,/,16,-1%
Cc1cc(C)c2nc(N(CCCN(C)C)C(=O)c3ccc(S(=O)(=O)N4CC(C)OC(C)C4)cc3)sc2c1 (stereo not drawn),-1,-0.1%,14,-7%,2,10%,-4,-29,0%
COc1ccccc1NC(=O)Nc1nc2ccc(S(N)(=O)=O)cc2s1,-7,3.9%,7,0%,2,2%,/,-2,-4%
Cc1ccccc1N(CC(=O)N/N=C/c1cc(C)n(-c2ccccc2C)c1C)S(C)(=O)=O,/,-1.0%,0,-4%,1,2%,16,-11,-1%
COc1cc(OC)cc(-c2cc3nc(C)c(CCC(=O)NCc4ccc(Cl)cc4)c(C)n3n2)c1,2,4.0%,4,-10%,-1,0%,-6,/,1%
O=C(N/N=C/c1cc(Br)ccc1O)Nc1ccccc1,-16,1.9%,6,-2%,-6,11%,-10,-8,-25%
CCCNC(=O)COC(=O)c1ccc(N2CCCC2)c([N+](=O)[O-])c1,16,-2.3%,9,2%,-1,-8%,0,7,-1%
Cc1cccc(N2CCN(C(=O)CCc3nnc4n(CC(C)C)c(=O)c5ccccc5n34)CC2)c1C,-4,-0.4%,3,-4%,-4,7%,-1,-17,6%
COc1ccccc1NC(=O)Nc1nnc(C(C)c2ccccc2)s1 (stereo not drawn),7,0.7%,2,?,-7,-2%,12,-4,2%
CC(C)CC1NC(=O)N(CC(=O)Nc2ccccc2-c2ccccc2)C1=O (stereo not drawn),12,1.1%,0,-5%,3,4%,2,-3,-2%
CC(=O)Nc1ccc(NC(=O)C2CCCN2C(=O)Nc2ccccc2[N+](=O)[O-])cc1 (stereo not drawn),-7,2.5%,1,-3%,-6,1%,-1,-15,-1%
O=C(NCc1cccs1)c1ccc(Br)o1,7,-0.1%,1,-3%,2,5%,12,-6,0%
O=S1(=O)N=C(Oc2cccc3ccccc23)c2ccccc21,-18,3.3%,3,-1%,3,13%,-10,-4,0%

# Next structures
SMILES,D1 antagonist,RXFP1 agonist,D1 agonist,GRP78 ERSR act,D1 PAM,Vif-A3F inh,D2 PAM,RXFP1 antag,Vif-APOBEC3G blk
COC(=O)c1ccccc1NC(=O)c1ccc2c(c1)OCCO2,10,1.8%,5,10%,-4,-1%,1,-10,-2%
Cc1ccc2nc(N3CCN(CCO)CC3)nc(-c3ccccc3)c2c1,29,3.8%,3,-7%,3,2%,15,?,3%
COc1cccc(NC(=O)CC(C)S(=O)(=O)c2ccc3c(c2)NC(=O)CO3)c1 (stereo not drawn),-7,-0.4%,0,-2%,-2,-5%,5,-1,0%
CCN(CC)C(=O)C1CCCN(Cc2cccc(Oc3ccccc3)c2)C1 (stereo not drawn),8,1.8%,1,-3%,-10,5%,-21,6,0%
COc1cccc(NC(=S)NNC(=O)Cn2nc(C(F)F)cc2C(F)F)c1,-6,0.5%,3,-2%,-5,-15%,-4,-14,-5%
COc1ccc(-c2nc(-c3ccccc3)c(-c3cccs3)[nH]2)cc1OC,-1,-0.9%,0,0%,3,-1%,9,-8,1%
N#CCCn1cc(C(=O)O)c(-c2cccs2)n1,2,3.4%,5,-3%,-10,-2%,-1,-8,-2%
Cc1ccn(CC(=O)N/N=C/c2cc([N+](=O)[O-])ccc2O)n1,18,0.4%,5,-5%,0,5%,10,-12,-1%
O=C(NNC(=O)c1ccc(F)c(S(=O)(=O)N2CCOCC2)c1)c1ccc([N+](=O)[O-])cc1,/,0.9%,-1,-5%,2,1%,14,4,0%

# High-throughput results as filed in PubChem BioAssay.
